AmpC no deterg – AmpC beta-lactamase inhibition without detergent; AmpC nitrocefin hydrolysis, absorbance 480 nm, 0.0001% Triton; AID 485341; hit rate 0.52% among 330,000; Potency, µM (top dose mostly 57.1 µM), without a hit: at the top dose activity change, negative = inhibition, hits mostly inhibitors;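 also: potency is read from the fitted curve at half-maximal effect; plate controls were no compound for no effect and no enzyme for full effect; nearly all actives have a fitted effect of over 20% in size; some results filed as inactive show a strong effect at the top dose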
Target sequence (P00811 whole entry, looked up): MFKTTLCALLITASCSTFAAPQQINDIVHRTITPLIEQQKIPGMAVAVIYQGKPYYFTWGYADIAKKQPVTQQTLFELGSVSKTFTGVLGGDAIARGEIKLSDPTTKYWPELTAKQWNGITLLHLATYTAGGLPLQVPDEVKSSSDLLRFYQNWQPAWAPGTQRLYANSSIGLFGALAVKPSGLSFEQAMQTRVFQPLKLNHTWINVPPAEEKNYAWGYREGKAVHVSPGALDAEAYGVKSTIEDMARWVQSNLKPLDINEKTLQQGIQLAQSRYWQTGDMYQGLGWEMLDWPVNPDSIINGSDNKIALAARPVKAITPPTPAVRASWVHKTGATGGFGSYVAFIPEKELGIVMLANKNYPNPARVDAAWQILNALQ
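AmpC (5.3 nM in the dispensed reagent) in 20 mM phosphate pH 7.0 with 0.01% (detergent screen) or 0.0001% Triton X-100 was preincubated with compounds for 15 min at room temperature. Nitrocefin was then added from an 800 uM solution, and hydrolysis was followed at 480 nm.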
LmPK inhibitor – LmPK (Leishmania mexicana) enzyme inhibition; Q27686; purified LmPK, Kinase-Glo ATP luminescence, 1 h; Potency, µM (series often up to 57.5 µM), inactives show at the highest dose activity change, negative = inhibition, actives largely listed as inhibitors; hit rate 0.37% among 290,000; AID 1721; also: potency is read from the fitted curve at half-maximal effect; % is scaled to controls: 0 for no effect and ±100 for the full control effect
Target sequence (Q27686 whole entry, looked up): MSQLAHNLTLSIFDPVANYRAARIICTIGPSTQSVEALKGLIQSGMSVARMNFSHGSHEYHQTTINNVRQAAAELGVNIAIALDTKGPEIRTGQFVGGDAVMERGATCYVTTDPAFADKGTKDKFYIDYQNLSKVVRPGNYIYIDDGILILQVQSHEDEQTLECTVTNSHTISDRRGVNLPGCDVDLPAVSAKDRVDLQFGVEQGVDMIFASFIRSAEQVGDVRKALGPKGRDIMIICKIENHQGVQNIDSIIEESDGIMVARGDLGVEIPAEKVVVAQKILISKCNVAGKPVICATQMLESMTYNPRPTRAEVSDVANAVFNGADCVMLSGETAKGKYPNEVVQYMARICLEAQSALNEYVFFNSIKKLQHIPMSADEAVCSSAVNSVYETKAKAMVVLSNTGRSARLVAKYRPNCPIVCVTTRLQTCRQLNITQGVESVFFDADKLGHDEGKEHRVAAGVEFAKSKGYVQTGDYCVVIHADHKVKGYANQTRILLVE
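Purified LmPK (0.1 nM) with 0.5 mM PEP and 0.1 mM ADP in imidazole buffer pH 7.2 with MgCl2/KCl, 1 h at room temperature. ATP formed was read by luciferase luminescence and normalized to no-enzyme and uninhibited controls.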
Cycloheximide cs – affects cycloheximide protein synthesis inhibition readout, counter-screen; cell reporter, cycloheximide protein synthesis inhibition counterscreen; max response, %; hit rate 12% among 300,000; in the data active = max response mostly above about 13%, no sharp cut-off; inactive = mostly below about 14%; also: read at 38.3 µM for the half of the compounds with a filed dose; 0% is about no effect
Shiga inhibitor – blocks Shiga toxin action in Vero cells | Vero cells, Shiga toxin protein synthesis inhibition reporter | inhibition, % at 38.7 µM | hit rate 9.2% among 290,000 | AID 2315; in the data active = inhibition mostly above about 28%, no sharp cut-off; inactive = mostly below about 43%; also: 0% is about no effect
Tb PYK inh – inhibitors of Trypanosoma brucei pyruvate kinase | Potency, µM (highest dose often 76.8 µM), for inactives: at the top dose activity, negative = inhibition, actives largely listed as inhibitors | hit rate 0.12% among 410,000 | TbPYK enzyme, Kinase-Glo Plus ATP luminescence, 45 min | Q57TT1; also: potency is read from the fitted curve at half-maximal effect; % is scaled to controls: 0 for no effect and ±100 for the full control effect; nearly all actives have a fitted effect of over 50% in size
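Assay buffer: 50 mM TEA pH 7.2, 100 mM KCl, 10 mM MgCl2, 0.05% BSA, 0.01% Tween-20. Pyruvate kinase from T. brucei plus substrate met compound, then ADP (130 uM final). Luminescence was read post 45 min RT.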
Pf growth 96h – P. falciparum growth inhibition at 96 hours; P. falciparum luciferase reporter growth, 96 h; Potency, µM (titrated, usually from 28.7 µM), inactives show at the highest dose activity change, negative = inhibition, actives largely listed as inhibitors; hit rate 6.9% among 320,000; AID 504834; also: potency is read from the fitted curve at half-maximal effect; % is scaled to controls: 0 for no effect and ±100 for the full control effect
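P. falciparum expressing integrated firefly luciferase grown in erythrocytes (2% hematocrit, 0.05% parasitemia final) with compounds for 96 hours at 37 C, 5% CO2. Growth inhibition read as loss of luminescence after adding luciferase detection reagent.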
Pf growth 48h – P. falciparum growth inhibition at 48 hours (one generation). P. falciparum luciferase growth in erythrocytes, 48 h. Potency, µM (series often up to 28.7 µM), inactives show top-dose activity change, negative = inhibition, most hits filed as inhibitors. hit rate 5.9% among 310,000; also: potency is read from the fitted curve at half-maximal effect; % is scaled to controls: 0 for no effect and ±100 for the full control effect
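Here the parasites carry a stable luciferase gene and grow inside erythrocytes in Albumax-based RPMI medium with compound for one erythrocytic cycle. Activity is scored as loss of luminescent signal.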
Starred values were filed as active, the others as inactive; ? = inconclusive; · = not tested or not shown; & = joins results of further samples; [ ] = another dose, or the depositor's remark. Unless noted, calls follow the shape of the dose curve; as a rule, active = well fitted curve in the direction sought with a large enough effect; inconclusive = small, poorly fitted or top-dose-only effect, or another doubt; inactive = no such curve, though single readings can be large; an effect the other way counts as inactive or inconclusive.

SMILES	AmpC no deterg	LmPK inhibitor	Cycloheximide cs	Shiga inhibitor	Tb PYK inh	Pf growth 96h	Pf growth 48h
Cc1cc(=O)[nH]c(SCC(=O)Nc2cc(S(=O)(=O)N(C)C)ccc2Cl)n1	-36%	-2%	-2	-7	-6%	2%	4%
CCN1/C(=C/C=C/c2sc3ccccc3[n+]2CC)Sc2ccccc21	152%[activator]	·	·	·	?	0.15µM*	0.33µM*
Cc1cccnc1NC(=S)Nc1ccc(Cl)c(Cl)c1	-33%	-2%	32*	103*	-3%	?	43%[activator]
COCCn1c(SC2CCCCC2=O)nnc1-c1ccncc1 (centres undefined)	1%	1%	1	11	-4%	2%	0%
O=C(CNC(=O)c1ccccc1F)OCn1nnc2ccccc2c1=O	-18%	·	·	·	3%	-4%	4%
O=C(NNC(=O)c1ccc(Br)o1)c1ccc(NC(=O)c2ccccc2)cc1	-6%[2.29 µM]	0%	-1	11	6%	-12%	13%
Cc1cc(NC(=O)CSc2nnc(CNC(=O)c3ccccc3)o2)no1	-11%	-2%	5	-7	-12%	-5%	150%[activator]
O=C(O)CC1(CC(=O)Nc2ccc3ccccc3c2)CCCCC1	-26%	1%	-3	3	-1%	-23%	·
Cc1noc(C(=O)Nc2ccc(C#N)cc2)c1Cl	3%	-3%	-1	34	-6%	167%[activator]	37%[activator]
CS(=O)(=O)N(Cc1ccc(F)cc1)Cc1nc2ccccc2c(=O)[nH]1	-15%	9%	-4	33	-2%	2%	-4%
CC1=CCn2c(=O)c3ccccc3c(=O)n2C1	-4%	-6%	11	14	-2%	74%[activator]	19%
CCN(CC)CCNC(=O)C1c2cc(OC)c(OC)cc2C(=O)N(C)C1c1cccs1 (centres undefined)	-3%	0%	-2	-3	1%	?	17%

Some of these compounds in order of length of the SMILES, descending:
SMILES	AmpC no deterg	LmPK inhibitor	Cycloheximide cs	Shiga inhibitor	Tb PYK inh	Pf growth 96h	Pf growth 48h
CS(=O)(=O)N(Cc1ccc(F)cc1)Cc1nc2ccccc2c(=O)[nH]1	-15%	9%	-4	33	-2%	2%	-4%
O=C(O)CC1(CC(=O)Nc2ccc3ccccc3c2)CCCCC1	-26%	1%	-3	3	-1%	-23%	·
Cc1noc(C(=O)Nc2ccc(C#N)cc2)c1Cl	3%	-3%	-1	34	-6%	167%[activator]	37%[activator]

The main list resumes, repeating the 6 entries before the break.
SMILES	AmpC no deterg	LmPK inhibitor	Cycloheximide cs	Shiga inhibitor	Tb PYK inh	Pf growth 96h	Pf growth 48h
Cc1cc(NC(=O)CSc2nnc(CNC(=O)c3ccccc3)o2)no1	-11%	-2%	5	-7	-12%	-5%	150%[activator]
O=C(O)CC1(CC(=O)Nc2ccc3ccccc3c2)CCCCC1	-26%	1%	-3	3	-1%	-23%	·
Cc1noc(C(=O)Nc2ccc(C#N)cc2)c1Cl	3%	-3%	-1	34	-6%	167%[activator]	37%[activator]
CS(=O)(=O)N(Cc1ccc(F)cc1)Cc1nc2ccccc2c(=O)[nH]1	-15%	9%	-4	33	-2%	2%	-4%
CC1=CCn2c(=O)c3ccccc3c(=O)n2C1	-4%	-6%	11	14	-2%	74%[activator]	19%
CCN(CC)CCNC(=O)C1c2cc(OC)c(OC)cc2C(=O)N(C)C1c1cccs1 (centres undefined)	-3%	0%	-2	-3	1%	?	17%
NS(=O)(=O)c1ccc(CCNc2ccnc3cc(Cl)ccc23)cc1	-11%	6%	32*	-13	-2%	10%	12µM*
CCCCN(C(=O)c1ccc(-n2nc(C)cc2C)cc1)c1c(N)n(CCC)c(=O)[nH]c1=O	-9%	·	·	·	-2%	-8%	-5%
CC1(C)CC(=O)C(C=NCCN2CCN(C3CC(=O)N(c4ccc(Br)cc4)C3=O)CC2)=C(O)C1 (centres undefined)	57%	-7%	-3	-5	2%	13µM*	31%[activator]
O=C(Nc1ccccc1)/C(=C\c1ccccc1)NC(=O)c1ccco1	4%	-1%	18	47	-2%	9%	36%[activator]
N=C1/C(=C\c2ccc(OC(=O)c3ccc(F)cc3)cc2)C(=O)N=C2SC(N3CCOCC3)=NN12	-46%	-1%	10	-7	-4%	1.7µM*	8%
O=C(NC(=S)Nc1ccccc1)c1csnn1	-43%	-4%	22*	27	-3%	?	-3%
O=C(c1ccc2c3n(nc2c1)-c1ccc(Cl)cc1CO3)N1CCOCC1	67%[activator]	16µM*	21*	56*	-21%	173%[activator]	122%[activator]
COc1cccc(/C=N/NC(=O)c2ccccc2NC(=O)c2ccco2)c1OC	23%	-6%	12	38	0%	28%	4%
COc1ccc(NC(=O)Cc2c(F)cccc2Cl)cc1	-1%	0%	31*	62*	-17%	38%[activator]	28%
N#C/C(C(N)=O)=C1/CCc2ccccc2N1	-11%	2%	17	1	1%	-14%	·
CC(=O)c1sc(NC(=O)c2ccc(C(C)(C)C)cc2)nc1C	-20%	5%	67*	158*	-1%	44%[activator]	87%[activator]
Cc1cc(C(=O)N2CCC(Cc3ccccc3)CC2)no1	22%	-5%	-3	5	-1%	15µM*	80%[activator]
Cc1cc(OCC(=O)NCC(c2cccs2)N2CCOCC2)ccc1C(C)C (centres undefined)	138%[activator]	·	·	·	-2%	13µM*	?
CC1(C)Cc2ccccc2C(Nn2cnnc2)=N1	-16%	1%	-4	-13	1%	-13%	·
CC(C)(C)NCC(O)COc1ccccc1C(=O)CCc1ccccc1 (centres undefined)	38%	9%	-4	-15	1%	?	·
Cc1ccc(/C=C(\C#N)c2nc3ccccc3[nH]2)s1	-8%	4%	49*	53*	9%	1.7µM*	?
COc1cc(CC(=O)N2CCC(n3nccc3NC(=O)C3CC3)CC2)cc(OC)c1OC	-7%	0%	-1	-11	0%	23%	41%[activator]
O=S(=O)(c1ccc2oc3ccccc3c2c1)N1CCOCC1	2%	8%	-1	-5	2%	·	31%[activator]
COCCNC(=O)c1cc2cc(Br)cc(Br)c2oc1=O	-9%	3%	-2	-7	-3%	53%[activator]	-18%
COC(=O)c1[nH]c2cccc(OC)c2c1NC(=O)CCN1CCSCC1	-8%	0%	-1	9	0%	1%	18%
O=C(C/C=N\OCc1ccc([N+](=O)[O-])cc1)Nc1ccc(F)cc1F	-10%	-2%	-3	-5	-4%	25%	15%
Cc1[nH]c2ccccc2c1C(=O)C(=O)NCCc1c[nH]c2ccccc12	-29%	-5%	-4	-5	-2%	?	-10%
CC(C)NCC(O)c1ccc(O)c(O)c1 (centres undefined)	-18%	-18%	-3	-5	4%&-2%	?	?
O=C(CCc1ccccc1)Nc1nn[nH]n1	-13%	3%	-2	-2	-11%	30%	-3%
O=C(NCCc1ccccc1)c1nccc2ccccc12	-5%	·	·	·	-5%	113%[activator]	128%[activator]
COc1ccc(Nc2ncnc3nc[nH]c23)cc1OC	13µM*	-4%	1	10	0%	-16%	14%
O=C1CC(c2ccccc2)CC(=O)C1CS(=O)(=O)c1ccccc1 (centres undefined)	-28%	-1%	-2	-9	-22%	19%	-1%
COc1cc(OC)nc(Oc2cc(/C=N/O)ccc2OC)n1	3%	3%	6	-7	3%	86%[activator]	25%
COc1cccc(CNc2ccc(S(N)(=O)=O)cc2)c1OC	-17%	3%	-1	-10	20%	·	?
COc1ccc(C2NCCc3c2[nH]c2ccccc32)cc1CN1CCc2cc(OC)c(OC)cc2C1C (centres undefined)	81%[activator]	0%	-2	-14	-1%	?	1.7µM*
CC1CCN(c2ccc(C=O)o2)CC1	-12%	-2%	10	27	-4%	0.23µM*	-26%
O=C(NCc1ccccc1)c1ccc(CNc2c(N3CCCC3)c(=O)c2=O)cc1	-4%	2%	3	10	-6%	-11%	5%
O=C(c1ccccc1)c1ccc(N2CCOCC2)c(NC(=O)c2ccco2)c1	60%	1%	11	33	3%	-20%	?
COc1ccccc1Nc1nc(NCCCN(C)C)nc(N)c1[N+](=O)[O-]	19%	10%	12	-16	-4%	?	?
Nc1ccc2c(C(F)(F)F)cc(C(F)(F)F)nc2n1	-12%	1%	-5	-15	3%	38%[activator]	16%
CCOC(=O)Cc1csc(SCC(=O)Nc2oc(C)c3c(C)n[nH]c(=O)c23)n1	-15%	·	·	·	0%	?	-29%
Cc1ccc(/C=N/NC(=O)COc2ccccc2-c2ccccc2)cc1	-18%	-2%	-1	-9	-6%	?	?
O=S(=O)(c1ccc(-c2ccccn2)s1)N1CCC2(CC1)OCCO2	7%	3%	-2	21	2%	-5%	3%
CCNc1nc(SC(C)C(=O)Nc2ccccc2)nc(N2CCOCC2)n1 (centres undefined)	-24%	-1%	-2	-4	0%	?	-31%
N#Cc1c(NC(=O)c2ccc(-c3ccccc3[N+](=O)[O-])o2)sc2c1CCCC2	-38%	5%	1	-1	-7%	0%	43%[activator]
O=C(Cn1cnc([N+](=O)[O-])n1)c1ccc(O)c(O)c1	-23%	1%	-2	-11	-7%	14%	?
O=C(Nc1ccc(S(=O)(=O)N2CCOCC2)cc1)C1COc2ccccc2O1 (centres undefined)	-12%	-1%	-2	9	-1%	-9%	?
CCCN(C(=O)c1cc(CC)c(C)s1)c1c(N)n(Cc2ccccc2)c(=O)[nH]c1=O	2%	·	·	·	-4%	-12%	2%
Cc1ccc(OCCCCN2CCCCC2)c(C)c1	-6%	3%	0	-3	-2%	?	43%[activator]
C/C(=N\NC(=O)c1ccc(Cl)c(Cl)c1)c1ccccn1	-13%	-4%	8	5	0%	?	0.59µM*
CCc1ccc(OCC(=O)NNC(=O)CSc2nnc(-c3ccc(C)cc3)n2C)cc1	-3%	-3%	3	30	-13%	-3%	6%
CN1OC(COC(=O)c2ccc(Cl)cc2)CC1c1ccccc1 (centres undefined)	20%	5%	66*	51*	-2%	-10%	6%
NC(=O)c1ccccc1NC(=O)c1ccccc1Cl	-12%	4%	11	44	1%	?	3%
CCCCc1ccc(S(N)(=O)=O)cc1	-6%	4%	-6	-2	7%	-30%	15%

Source: PubChem
